mIAP act: activators of mouse IAP, primary screen, biochemical, luminescence, uHTS. intestinal alkaline phosphatase [Mus musculus]. muIAP, CDP-Star luminescence, 30 min; active compounds read high; 1 = vehicle-only enzyme signal, 0 = enzyme-free wells. activation factor at 10 µM. actives 0.24% (n = 330,000). AID 2805, 2010;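 active = activation factor of at least 2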; also: the source names both 10 and 20 µM as test concentration; values of inactives mirror those of a sister screen read the other way
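Assay system: mouse IAP enzyme / Compound: DMSO-dissolved test compounds / Timing: 30 min, room temperature / Measured by: luminescence from enzymatic CDP-Star hydrolysis / Control set: DMSO-only wells, enzyme-free buffer wells as negative control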
NLRP3 yeast inh: NALP3 inflammasome inhibitors in reconstituted yeast, primary screen, luminescence, uHTS. AID 2825, 2010. Yeast reconstituted NLRP3/ASC/caspase-1, beta-gal luminescence, 24 h. actives 0.39% (n = 330,000). inhibition, % at 10 µM;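 active = inhibition of 50% or more; inactive = inhibition below 50%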;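 also: plate controls were induced DMSO wells for no effect and uninduced yeast grown without galactose for full effect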
ATG4B inhibitor: ATG4B protease inhibitors, primary screen, biochemical, fluorescence, uHTS | Cysteine protease ATG4B (Homo sapiens), Q9Y4P1 | ATG4B cleavage of LC3-PLA2, NBD-HPC fluorescence, 1 h | inhibition, % at 8.33 µM | actives 0.51% (n = 340,000); in the data active = inhibition above about 40%
Target sequence (Q9Y4P1 whole entry, looked up): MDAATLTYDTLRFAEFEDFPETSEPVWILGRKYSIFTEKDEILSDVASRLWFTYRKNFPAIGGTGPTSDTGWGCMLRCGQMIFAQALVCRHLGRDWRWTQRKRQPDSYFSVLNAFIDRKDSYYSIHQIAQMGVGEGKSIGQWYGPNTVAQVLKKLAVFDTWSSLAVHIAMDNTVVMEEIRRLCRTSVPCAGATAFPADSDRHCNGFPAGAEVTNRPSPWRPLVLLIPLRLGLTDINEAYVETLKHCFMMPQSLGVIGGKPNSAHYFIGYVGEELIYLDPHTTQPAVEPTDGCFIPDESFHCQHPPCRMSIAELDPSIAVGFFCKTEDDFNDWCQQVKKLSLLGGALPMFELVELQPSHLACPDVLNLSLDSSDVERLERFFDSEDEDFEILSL
Apaf1 inhib: inhibitors of human Apaf-1 apoptosome, primary screen, biochemical, DEVD-Rh110 fluorescence, uHTS; reconstituted apoptosome caspase-3 activity; inhibition, % at 20 µM; Apoptotic protease-activating factor 1 (Homo sapiens), O14727; AID 489030, 2010; actives 0.71% (n = 330,000); active = inhibition of at least 40% at 20 µM;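 also: plate controls were DMSO wells for no effect and DEVD-CHO caspase inhibitor wells for full effect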
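System: reconstituted apoptosome with Apaf-1, cytochrome c, caspase-9, procaspase-3, dATP; Signal: Rh110 fluorescence intensity; Schedule: 30 min compound preincubation, 50 min activation, room temperature; Reagent: cytochrome c trigger plus (Z-DEVD)2-Rh110 caspase-3 substrate.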
TIM10 inh: growth inhibitors of isogenic TIM10 control yeast, primary screen, counter-screen for tim10-1 yeast inhibitor project, luminescence, uHTS; inhibition, % at 10 µM; AID 463195, 2010; actives 1.4% (n = 330,000); S. cerevisiae TIM10 strain growth, BacTiter-Glo luminescence, 24 h;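 active = inhibition of 40% or more at the single tested concentration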;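 also: wild-type TIM10 isogenic control strain grown at permissive 25 °C; 0% = DMSO yeast wells and 100% = minimal medium wells without yeast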
hIAP activ: human IAP activators, primary screen, biochemical, luminescence, uHTS; Intestinal-type alkaline phosphatase (Homo sapiens), P09923; purified human IAP, CDP-Star luminescence, 30 min; active compounds read high; 1 = vehicle-only enzyme, 0 = enzyme-free background; activation factor at 10 µM; actives 0.16% (n = 330,000);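 active = activation factor of the enzyme at least 2-fold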; also: the source names both 10 and 20 µM as test concentration; values of inactives mirror those of a sister screen read the other way
Target sequence (P09923 whole entry, looked up): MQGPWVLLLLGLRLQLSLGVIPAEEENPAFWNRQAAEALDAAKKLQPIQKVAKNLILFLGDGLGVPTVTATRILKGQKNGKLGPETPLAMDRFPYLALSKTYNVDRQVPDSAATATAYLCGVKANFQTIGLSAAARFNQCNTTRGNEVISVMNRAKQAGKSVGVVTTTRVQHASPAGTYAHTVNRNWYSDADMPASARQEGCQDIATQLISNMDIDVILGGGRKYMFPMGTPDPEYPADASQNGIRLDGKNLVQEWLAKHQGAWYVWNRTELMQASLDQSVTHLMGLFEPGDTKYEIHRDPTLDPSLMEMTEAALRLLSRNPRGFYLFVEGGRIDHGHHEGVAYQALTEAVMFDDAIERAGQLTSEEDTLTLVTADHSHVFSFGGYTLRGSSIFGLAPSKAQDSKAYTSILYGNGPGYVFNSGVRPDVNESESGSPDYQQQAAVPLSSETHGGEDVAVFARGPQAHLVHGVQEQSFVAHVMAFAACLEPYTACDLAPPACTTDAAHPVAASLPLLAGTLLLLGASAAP
tim10-1 inh: growth inhibitors of tim10-1 mutant yeast, primary screen, luminescence, uHTS | AID 463190, 2010 | inhibition, % at 20 µM | actives 2.2% (n = 330,000) | S. cerevisiae tim10-1 ts strain growth, BacTiter-Glo, 24 h;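 active = inhibition of at least 40%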;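 also: mutant grown at 25 °C; 0% = DMSO wells with yeast and 100% = wells holding no yeast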
hIAP inh: human IAP inhibitors, primary screen, biochemical, luminescence, uHTS. purified IAP, CDP-Star luminescence, 30 min. actives 0.12% (n = 330,000). inhibition, % at 10 µM. Intestinal-type alkaline phosphatase (Homo sapiens), P09923;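 active = inhibition reaching a set limit with compound at 10 µM in the primary screen, cut at about 35% in these data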;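 also: plate controls were DMSO wells with enzyme for no effect and no-enzyme buffer wells for full effect; values of inactives mirror those of a sister screen read the other way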
mIAP inh: inhibitors of mouse IAP, primary screen, biochemical, luminescence, uHTS. purified mouse IAP, CDP-Star luminescence, 30 min. inhibition, % at 10 µM. AID 2806, 2010. actives 0.2% (n = 330,000);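 active = inhibition of at least 40% at 10 µM in the primary screen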;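 also: plate controls were DMSO with enzyme for no effect and no enzyme wells for full effect; values of inactives mirror those of a sister screen read the other way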
The depositor's hits bear a star.

SMILES	mIAP act	NLRP3 yeast inh	ATG4B inhibitor	Apaf1 inhib	TIM10 inh	hIAP activ	tim10-1 inh	hIAP inh	mIAP inh
CCOC(=O)c1c(-c2ccccc2)csc1NC(=O)CCN1CCOCC1	0.96	21	-8	6	-57	1.1	-61	-5	4
Cc1c(NC(=O)Nc2ccc(Cl)cc2)c(=O)n(-c2ccccc2)n1C	0.98	6	1	-32	-1	1.1	-6	-9	2
COC(=O)C1(C)CC1(c1ccccc1)c1ccccc1 (centres undefined)	1	17	5	11	-4	1	12	-4	0
COc1ccc(-c2nc3ccccn3c2/N=C/c2ccc(OC)c(OC)c2)cc1O	0.97	-2	-12	6	19	1	34	-1	3
COc1ccc(OC)c(-c2cc(C(=O)N/N=C/c3cc(OC)c(OC)cc3OC)c3ccccc3n2)c1	0.97	0	-12	-19	12	0.86	8	14	3
C/C(=N\NC(=O)c1ccncc1)c1ccc(N2CCOCC2)cc1	1.1	3	5	12	6	1	-23	-5	-10
COc1ccc(Cn2nnnc2CN2CCC(c3nc4ccccc4s3)CC2)cc1	0.98	4	-6	19	30	1.1	41*	-7	2
COc1ccc2c(ccc[n+]2CC(=O)c2ccccc2)c1	1	10	0	8	1	0.76	15	24	-1
O=C(COC(=O)CNC(=O)c1ccc(Br)o1)Nc1ccccc1OC(F)F	1.1	9	-8	-6	8	0.84	-6	16	-6
O=C(O)c1cc(OCc2ccccc2)cc(OCc2ccccc2)c1	0.91	19	15	8	13	0.91	34	9	9
Cc1cc(Br)ccc1NC(=O)CN1CCN(c2ccccn2)CC1	1	3	-4	4	-10	1.1	22	-8	-2
O=C(c1cccc(C(F)(F)F)c1)C1CCCN(Cc2ccc(OCCO)cc2)C1 (centres undefined)	0.94	23	22	6	1	0.93	11	7	6
O=C1CC(c2ccncc2)c2cc3c(cc2N1)OCO3 (centres undefined)	1.1	-1	-2	-11	5	0.94	9	6	-10
N#Cc1ccc(COC(=O)CN2C(=O)NC3(CCCC3)C2=O)cc1	0.92	10	-2	-2	1	0.76	-18	24	8
COc1ccc(C(=O)NCC(=O)N/N=C/c2cccc(OC(=O)c3ccco3)c2)cc1OC	0.96	27	2	12	7	1.2	-3	-24	4

Entries of single compounds, looked up by structure. Order of screens: mIAP act, NLRP3 yeast inh, ATG4B inhibitor, Apaf1 inhib, TIM10 inh, hIAP activ, tim10-1 inh, hIAP inh, mIAP inh
Entry for COc1ccc(C(=O)NCC(=O)N/N=C/c2cccc(OC(=O)c3ccco3)c2)cc1OC → 0.96, 27, 2, 12, 7, 1.2, -3, -24, 4
Entry for COC(=O)C1(C)CC1(c1ccccc1)c1ccccc1 (centres undefined) → 1, 17, 5, 11, -4, 1, 12, -4, 0
Entry for CCOC(=O)c1c(-c2ccccc2)csc1NC(=O)CCN1CCOCC1 → 0.96, 21, -8, 6, -57, 1.1, -61, -5, 4

Of the compounds above, these have four or more nitrogen atoms:
SMILES	mIAP act	NLRP3 yeast inh	ATG4B inhibitor	Apaf1 inhib	TIM10 inh	hIAP activ	tim10-1 inh	hIAP inh	mIAP inh
Cc1c(NC(=O)Nc2ccc(Cl)cc2)c(=O)n(-c2ccccc2)n1C	0.98	6	1	-32	-1	1.1	-6	-9	2
C/C(=N\NC(=O)c1ccncc1)c1ccc(N2CCOCC2)cc1	1.1	3	5	12	6	1	-23	-5	-10
COc1ccc(Cn2nnnc2CN2CCC(c3nc4ccccc4s3)CC2)cc1	0.98	4	-6	19	30	1.1	41*	-7	2
Cc1cc(Br)ccc1NC(=O)CN1CCN(c2ccccn2)CC1	1	3	-4	4	-10	1.1	22	-8	-2

(continued)
SMILES	mIAP act	NLRP3 yeast inh	ATG4B inhibitor	Apaf1 inhib	TIM10 inh	hIAP activ	tim10-1 inh	hIAP inh	mIAP inh
CCOC(=O)CNCCC(=O)c1ccc(Br)cc1	0.99	9	-3	58*	12	1.2	30	-17	1
CN(C)c1ccc(NC(=O)c2ccc3nsnc3c2)cc1	0.99	22	-13	2	11	0.95	5	5	1
CC(Oc1cccc(Cl)c1)C(=O)NCc1ccc(S(N)(=O)=O)cc1 (centres undefined)	1.1	-3	-12	4	-4	1.1	-12	-10	-12
CCOC(=O)c1ccc(S(=O)(=O)NNC(=O)COc2ccc(C)cc2)cc1	0.94	-3	2	3	0	1.1	5	-7	6
CN(C)c1ccc(CNc2ncnc3sccc23)cc1	1.1	12	5	19	-4	1	3	-2	-11
COc1ccc(CCC(=O)Nc2ccc3c(c2)OCCO3)cc1	0.91	4	-4	-1	4	0.97	-26	3	9
O=C(COC(=O)c1cccc(OC(F)F)c1)Nc1cccc(S(=O)(=O)N2CCCC2)c1	1	8	-3	5	10	1.2	20	-16	-2
Cc1cc(C)cc(NC(=O)c2ccc(NC(=O)C3C4CC5OC(=O)C3C5C4)cc2)c1 (centres undefined)	1	-15	-2	2	6	0.96	7	4	-1
COc1cc(NC(=O)Cn2cnc(S(=O)(=O)N3CCOCC3)c2)cc(OC)c1OC	0.95	17	-3	6	-4	1.2	7	-19	5
CC(C)(C)c1ccc(S(=O)(=O)N2CCCCC2C(=O)NCc2ccccn2)cc1 (centres undefined)	1	22	-5	-33	9	0.87	35	13	-4
CC(C)(C)OC(=O)N1CCCN(C(=O)Nc2cccc(Cl)c2)CC1	1.1	28	-1	1	7	1	17	-2	-6
O=[N+]([O-])c1cccc2ccc(N3CCOCC3)nc12	0.9	40	1	-1	10	1	8	0	10
Cc1ccc(-c2nnc3n2N=C(c2ccccc2Br)CS3)cc1	0.88	5	-19	9	26	0.84	30	16	12
CC(C)CCN(C(=O)c1cc(=O)[nH]c2ccccc12)c1c(N)n(Cc2ccccc2)c(=O)[nH]c1=O	0.99	-2	3	-8	-2	0.91	-7	9	1
COc1ccc(NC(=O)c2ccc3ccccc3c2OC)cc1	1	21	0	-4	5	1.1	-1	-14	-3
CN=c1c([N+](=O)[O-])nn(-c2ccc3c(c2)OCCO3)n1O	0.94	15	6	-8	15	1	-4	-3	6
COC(=O)Cc1c(O)ccn(Cc2ccccc2OC)c1=O	0.97	3	2	-14	-3	0.95	-18	5	3
COc1cccc(C(=O)Nc2ccc(-c3nnc(-c4ccco4)o3)cc2)c1	0.94	27	-11	-3	7	0.84	-13	16	6
O=C(Nn1c(Cc2cccs2)nc2ccccc2c1=O)c1ccc(F)c(F)c1	1	-10	2	-3	9	1	16	-2	0
Cc1cc(C)nc(SCC(=O)N/N=C\c2sccc2C)n1	0.94	15	3	-18	13	0.87	13	13	6
COC(=O)Cc1ccc(NC(=O)c2ccc(C(C)(C)C)cc2)cc1	1.1	23	-8	23	5	1	19	-4	-14
CCCCc1c(C)nn(-c2nnc3c4ccccc4n(C)c3n2)c1C	0.94	14	-7	21	35	1.1	29	-12	6
O=C(COc1ccc(Cl)cc1)Nc1ccc(NC(=O)c2ccco2)cc1	0.96	6	2	-4	8	1	-22	-2	4
CN(CC(=O)Nc1cccc(F)c1)C(=O)CNS(=O)(=O)c1ccc(N(C)C)c([N+](=O)[O-])c1	0.95	13	0	2	2	1.1	1	-12	5
O=C(c1cccc2ccccc12)N1CCN=C1SCc1ccc([N+](=O)[O-])cc1	0.86	7	1	18	6	0.86	18	14	14
Cc1ccc(Nc2cc(C)nc3ncnn23)c(Cl)c1	0.85	4	0	-10	13	1.1	24	-12	15
Cc1ccc(C(=O)Nc2cccnc2Cl)cc1Cl	0.93	9	-8	0	0	0.98	18	2	7
Cc1cc(C(F)F)n2ncc(C(=O)N3CCc4ccccc4C3)c2n1	0.94	20	2	12	2	0.89	9	11	6
Cc1nnc2ccc(-c3cccc(NS(=O)(=O)c4ccccc4[N+](=O)[O-])c3)nn12	0.96	13	-5	12	1	1.1	15	-9	4
CN=C1SC(CC(=O)Nc2ccc(N3CCOCC3)cc2)C(=O)N1C (centres undefined)	1	11	-7	-5	-1	1	9	-1	-5
COc1nccnc1NS(=O)(=O)c1ccc(NC(=S)NC(=O)c2cccc(F)c2)cc1	0.85	11	-1	-5	2	0.81	9	19	15
Cc1ccc(C(=O)NN(C)c2nc3ccccc3nc2C(F)(F)F)cc1	0.93	16	-4	-2	-6	0.9	-10	10	7
COc1ccc(C2C(C#N)=C(N)Oc3n[nH]c(C)c32)cc1Cn1nc(C)c([N+](=O)[O-])c1C (centres undefined)	0.97	10	3	12	-5	0.81	2	19	3
COc1ccccc1CNS(=O)(=O)c1ccc(-c2cc(C)no2)cc1	0.96	8	-9	45*	-1	1.2	29	-16	4
NC(=O)C1(N2CCCCC2)CCN(C(=S)Nc2ccc(S(N)(=O)=O)cc2)CC1	1.2	19	-6	8	2	1.1	20	-8	-16
CC(=O)COC(=O)CCc1nc2ccccc2[nH]c1=O	0.94	13	-6	-34	12	1	13	-3	6
CCCc1ccc(-c2cc(C(=O)NN3CCOCC3)c3ccccc3n2)cc1	0.92	14	-14	0	-14	0.8	1	20	8
Cc1cccc(CNc2ncnc3ccc(-c4ccc5c(c4)OCCO5)cc23)c1	1.1	15	39	42*	18	1.1	13	-6	-10
CN(C)S(=O)(=O)c1cccc(NC(=O)Cc2ccc(-c3ccccc3)cc2)c1	1	3	-2	32	14	1	29	-4	-4
COC(=O)CN1C(=O)COc2ccc(S(=O)(=O)NCc3ccc(F)cc3)cc21	1.1	11	1	0	6	1	5	-2	-11
COC(=O)c1ccc(COc2cc([N+](=O)[O-])cc3cccnc23)o1	0.93	14	-2	8	15	0.81	11	19	7
O/N=C/c1ccnc(SCc2ccccc2)n1	1.1	15	3	7	-27	1.2	-11	-17	-13
O=C(NCc1cccnc1)c1cnc2sccn2c1=O	0.99	8	1	-1	-6	0.98	-26	2	1
CCn1cc(C(=O)N[C@H](C(=O)NCCCN2CCOCC2)C(C)C)c(=O)c2cc3c(cc21)OCO3	0.98	11	7	-6	-2	1.2	-16	-23	2

Screening data: PubChem BioAssay, Sanford-Burnham Center for Chemical Genomics
